GluA2 TARP mod = GluA2-stargazin AMPA receptor complex modulation; HEK293 GluA2+stargazin, membrane potential dye (FDSS), glutamate EC50; hits were called plate by plate, in both directions; calls only at 30 µM; 3.5% of 40,000 active; AID 1259245;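 active means any of four per-well response measures lying three or more SD from its plate-wide compound average, in either direction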
Target sequence (O88602 whole entry, looked up): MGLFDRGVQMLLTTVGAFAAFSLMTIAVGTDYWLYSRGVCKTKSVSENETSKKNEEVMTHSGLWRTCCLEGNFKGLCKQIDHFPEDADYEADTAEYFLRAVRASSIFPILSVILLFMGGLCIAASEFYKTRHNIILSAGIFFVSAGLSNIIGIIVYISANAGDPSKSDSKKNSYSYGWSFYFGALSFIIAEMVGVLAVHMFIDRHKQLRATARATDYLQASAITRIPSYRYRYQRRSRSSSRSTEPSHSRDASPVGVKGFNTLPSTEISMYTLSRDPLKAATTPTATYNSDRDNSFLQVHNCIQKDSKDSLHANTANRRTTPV
Target sequence (P19491 whole entry, looked up): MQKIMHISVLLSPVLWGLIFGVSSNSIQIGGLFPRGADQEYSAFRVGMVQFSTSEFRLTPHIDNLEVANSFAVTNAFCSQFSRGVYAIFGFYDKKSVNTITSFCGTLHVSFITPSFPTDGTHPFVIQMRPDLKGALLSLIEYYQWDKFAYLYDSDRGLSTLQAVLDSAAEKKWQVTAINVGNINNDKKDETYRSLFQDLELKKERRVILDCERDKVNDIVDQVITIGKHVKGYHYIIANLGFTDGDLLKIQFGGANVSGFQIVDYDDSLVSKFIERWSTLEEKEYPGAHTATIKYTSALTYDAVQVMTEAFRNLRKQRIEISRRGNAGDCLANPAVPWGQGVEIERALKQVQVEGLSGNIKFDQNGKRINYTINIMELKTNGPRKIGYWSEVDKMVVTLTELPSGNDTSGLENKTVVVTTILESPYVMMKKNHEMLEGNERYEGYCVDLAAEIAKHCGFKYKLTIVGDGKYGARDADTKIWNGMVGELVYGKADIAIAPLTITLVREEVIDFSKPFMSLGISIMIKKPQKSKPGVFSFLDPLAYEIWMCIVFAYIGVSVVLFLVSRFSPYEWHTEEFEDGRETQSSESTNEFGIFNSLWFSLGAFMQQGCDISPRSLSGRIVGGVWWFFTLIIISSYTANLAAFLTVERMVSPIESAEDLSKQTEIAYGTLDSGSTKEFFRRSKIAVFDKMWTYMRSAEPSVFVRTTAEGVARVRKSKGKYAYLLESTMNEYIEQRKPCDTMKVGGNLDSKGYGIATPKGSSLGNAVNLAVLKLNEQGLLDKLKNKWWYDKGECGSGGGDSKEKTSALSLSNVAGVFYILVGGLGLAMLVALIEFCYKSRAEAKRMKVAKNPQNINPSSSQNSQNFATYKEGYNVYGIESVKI
GluA2 TARP mod agonism max-min = recorded beside GluA2 TARP mod, whose call it bears; compound max-min signal; compound-alone response (agonism);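 unitless range of fluorescence divided by baseline over first 100 seconds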
GluA2 TARP mod glutamate slope = further read-out of GluA2 TARP mod, marked with its call; glutamate slope, % of max; measured here: glutamate response slope, % max;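 scaled per plate between vehicle wells and maximal 1 mM glutamate control wells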
* marks the source's active call; other numbers are inactive results; i = inactive; + = active, no number.

SMILES	GluA2 TARP mod	GluA2 TARP mod agonism max-min	GluA2 TARP mod glutamate slope
Cn1c(=O)c(C(=O)NCCCc2ccccc2)cc2cccnc21	i	0.0888	45.8
COc1ccc(S(=O)(=O)N2CCCC2CNC(=O)c2cc(OC)c(OC)c(OC)c2)cc1 (stereo not drawn)	i	0.105	70.0
CC(C)CCNC(=O)Cc1csc(NC(=O)c2ccc(=O)[nH]c2)n1	i	0.0851	36.8
COc1cccc(/C=C/c2ccc3cccc(O)c3n2)c1	i	0.0946	6.8
CNC(=O)C(=O)Nc1cc(N2CCCS2(=O)=O)ccc1OC	i	0.0914	51.5
CC(=O)Nc1ccc(S(=O)(=O)NCC2CCN(C)CC2)c(C)c1	i	0.0924	67.4
Cc1nc(-n2cccc2)sc1C(=O)N1CC(=O)N(CCc2ccccc2)C(=O)C1	i	0.13	44.8
CCOc1ccc(NC(=O)/C=C/c2ccc(OC)c(OC)c2)cc1	i	0.0958	81.5
Cc1ccnc(OCC(=O)Nc2cc(C(F)(F)F)ccc2Cl)n1	i	0.0822	53.1
O=C(Cn1c(=O)c2sccc2n(Cc2ccc(Cl)cc2)c1=O)NCc1ccco1	i	0.135	65.0
NS(=O)(=O)c1ccc(CNC(=O)Cn2cnc(-c3cccs3)cc2=O)cc1	i	0.0921	64.2
COc1cccc(CN2N=NC3C(=O)N(c4ccc(OC)c(OC)c4)C(=O)C32)c1 (stereo not drawn)	i	0.163	60.8
O=C(NCCC1=CCCCC1)C(=O)Nc1ccc(Cl)cn1	i	0.0836	56.1
CC(Oc1ccccc1F)C(=O)N1CCN(c2ccc(-c3ccco3)nn2)CC1 (stereo not drawn)	i	0.0831	53.2
O=C(/C=C/c1ccc2c(c1)OCO2)Nc1ccc2c(c1)OCO2	i	0.136	68.3
CCc1ccc(Oc2cc(N3CCC(C(=O)NC4CCc5ccccc54)CC3)ncn2)cc1 (stereo not drawn)	i	0.131	57.5
COc1ccc(NC(=O)Cn2cc(OC)c(=O)cc2CSc2ccc(Cl)cc2)cc1	i	0.0946	43.1
COc1cccc2cc(C(=O)NCC3CCN(C(=O)/C=C/c4ccco4)CC3)c(=O)oc12	i	0.0442	30.6
O=C(Nc1nc2ccc(Cl)cc2s1)C1CCCN(c2cc(-n3cccn3)ncn2)C1 (stereo not drawn)	i	0.0846	67.0
O=C(CCCS(=O)(=O)c1ccccc1)Nc1nc(-c2cc(Cl)ccc2Cl)cs1	i	0.0936	61.4

The final seven compounds of the section above come first, to join the parts:
SMILES	GluA2 TARP mod	GluA2 TARP mod agonism max-min	GluA2 TARP mod glutamate slope
CC(Oc1ccccc1F)C(=O)N1CCN(c2ccc(-c3ccco3)nn2)CC1 (stereo not drawn)	i	0.0831	53.2
O=C(/C=C/c1ccc2c(c1)OCO2)Nc1ccc2c(c1)OCO2	i	0.136	68.3
CCc1ccc(Oc2cc(N3CCC(C(=O)NC4CCc5ccccc54)CC3)ncn2)cc1 (stereo not drawn)	i	0.131	57.5
COc1ccc(NC(=O)Cn2cc(OC)c(=O)cc2CSc2ccc(Cl)cc2)cc1	i	0.0946	43.1
COc1cccc2cc(C(=O)NCC3CCN(C(=O)/C=C/c4ccco4)CC3)c(=O)oc12	i	0.0442	30.6
O=C(Nc1nc2ccc(Cl)cc2s1)C1CCCN(c2cc(-n3cccn3)ncn2)C1 (stereo not drawn)	i	0.0846	67.0
O=C(CCCS(=O)(=O)c1ccccc1)Nc1nc(-c2cc(Cl)ccc2Cl)cs1	i	0.0936	61.4
NC(=NC1CCCCC1)c1ccc(Cl)cc1	i	0.0258	8.4
Cc1nc(NCc2ccccc2)sc1C(=O)NCc1ccccc1Cl	i	0.0905	57.9
O=C(NC(c1ccccc1)c1ccccc1)c1ccc(S(=O)(=O)NCc2ccco2)o1	+	0.0655*	70.0*
O=C(NCCNC(=O)c1cccc2ccccc12)c1ccc(NC(=O)C2CC2)cc1	i	0.0948	47.1
CCOC(=O)c1c(SCC(=O)NC2CCCC2)nc(=O)[nH]c1C	i	0.0427	43.6
Cc1[nH]c(=O)[nH]c(=O)c1CC(=O)NCc1ccc(OCc2ccccc2)cc1	i	0.152	54.3
CCOc1ccc(NC(=O)c2nnn(-c3ccccc3)c2C(C)C)cc1	i	0.0899	55.5
Cc1c(C(=O)N2CCCC2)c(C(F)(F)F)nn1C1CCN(C(C)C)CC1	i	0.0933	64.4
CCN(Cc1ccccc1)S(=O)(=O)c1ccc(C(=O)Nc2ccccc2SC)cc1	i	0.0853	50.5
O=C(Nc1ccc([N+](=O)[O-])cc1)c1ccc(=O)n(Cc2cccc(Cl)c2)c1	i	0.0699	57.0
CC(CCc1ccccc1)NC(=O)C(=O)NCc1ccccc1Cl (stereo not drawn)	i	0.088	48.1
CN(Cc1ccccc1)S(=O)(=O)c1ccc(C(=O)Nc2ccc3c(c2)OCO3)cc1	i	0.0992	64.2
C=CCNC(=O)COc1ccc(Br)cc1Br	i	0.0615	60.2
CN(C)C(CNS(=O)(=O)Cc1ccc(F)cc1)c1cccs1 (stereo not drawn)	i	0.0922	49.2
CCN1CC(c2nc3ccccc3n2Cc2c(Cl)cccc2Cl)CC1=O (stereo not drawn)	+	0.156*	40.4*
Cc1cc(C)c(S(=O)(=O)NCC(O)(c2ccccc2)C(F)(F)F)cc1C (stereo not drawn)	i	0.16	38.7
COCCn1c(NC(=O)Nc2ccc(C(C)(C)C)cc2)c2ccccc2nc1=O	i	0.0613	67.7
Cc1cc(NC(=O)Cc2ccc(Cl)cc2)ccc1N1CCCC1=O	i	0.0991	60.2
O=C(CSc1ccc(F)cc1)Nc1cc(-c2ccco2)nn1CCO	i	0.131	44.1
CCOC(=O)c1ccc(S(=O)(=O)NCCOc2ccc(-c3ccc(OC)cc3)nn2)cc1	i	0.0896	66.5
COCCn1c(=N)c(S(=O)(=O)c2ccc(C)cc2)cc2c(=O)n3cc(C)ccc3nc21	i	0.16	50.7
COc1cc(Br)c(/C=C/c2ccc3cccc(O)c3n2)cc1OC	i	0.104	2.4
NS(=O)(=O)c1ccc(CCNC(=O)C2COCC(=O)N2Cc2ccccc2)cc1 (stereo not drawn)	i	0.0851	54.2
O=C(Nc1ccccc1)Nc1ccc(N2CCCC2=O)cc1	i	0.107	56.1
NC(=O)C1CCN(c2oc(-c3ccccc3F)nc2S(=O)(=O)c2ccc(F)cc2)CC1	i	0.115	45.8
CSCCC(C)(O)CNC(=O)C(=O)NC(C)c1ccccc1 (stereo not drawn)	i	0.115	61.4
Cc1cc(C)c(S(=O)(=O)N2CCCCC2)c(C)c1[N+](=O)[O-]	i	0.0939	61.0
COc1nn(C)cc1C(=O)NCc1n[nH]c(=O)c2ccccc12	+	0.258*	57.8*
COc1ccc(Cl)cc1S(=O)(=O)N1CCN(S(=O)(=O)c2cc(Cl)ccc2OC)CC1	i	0.121	61.2
Cc1nc(-c2ccccc2)sc1CC(=O)Nc1ccc(Cl)nc1	i	0.164	61.5
COc1ccccc1-c1ccc(=O)n(CC(=O)Nc2nc3ccccc3s2)n1	i	0.044	56.8
COc1cc(/C=C2\Oc3cc(OCC(=O)c4cc5ccccc5o4)ccc3C2=O)cc(OC)c1OC	i	0.16	63.7
Cn1ccnc1N1CCN(C(=O)c2nc3ccccc3s2)CC1	i	0.0339	36.6
Cc1c(C)n2c3c(=O)n(Cc4cccc(Cl)c4)c(=O)n(C)c3nc2n1CCN(C)C	+	0.239*	60.6*
CCCCOc1ccc(C(=O)NCCNc2ccc(C)nn2)cc1	i	0.111	52.5
CC(C)(C)CC(=O)NCCN1CCn2cc(OCc3ccccc3)c(=O)cc2C1=O	i	0.082	56.8
CCOC(=O)N1CCN(C(=O)C2CN(c3nc4c(C(F)(F)F)cccc4s3)C2)CC1	i	0.0756	62.0
Cc1ccc(N2CCCS2(=O)=O)cc1NC(=O)COc1ccccc1	i	0.067	40.5
COc1ccc(CNC(=O)c2csc(NS(=O)(=O)c3cccs3)n2)cc1	i	0.0542	42.5
COc1nn(C)cc1-c1nnc(SCC(=O)N2CCOCC2)n1C	i	0.0958	51.5
O=C(NCC(O)(c1cccs1)C1CC1)c1ccc2nsnc2c1 (stereo not drawn)	i	0.13	62.8
O=C(Cc1ccccc1Cl)NCC1CCN(c2ncccn2)CC1	i	0.105	66.7
COc1ccc(OC)c(CNC(=O)C2CCN(c3cc(OC)ncn3)CC2)c1	i	0.104	52.2
COC(=O)c1c(NC(=O)c2ccco2)sc2c1CC(C)(C)NC2(C)C	+	0.086*	33.5*
COc1ccc(C)cc1-n1c(C)cn2c3c(=O)n(CC(N)=O)c(=O)n(C)c3nc12	i	0.0503	55.7
CC(C)c1ccc(-n2nnnc2SCC(=O)N2CCOCC2)cc1	i	0.0698	68.7
c1ccc(-c2nc(CSc3cc(N4CCOCC4)ncn3)cs2)cc1	i	0.0725	72.8
COc1cccc(-c2c(Nc3ccccc3C)oc3c2c(=O)n(C)c(=O)n3C)c1	i	0.115	60.6
COCCn1c(N2CCN(c3ccc(OC)cc3)CC2)nc2c1c(=O)[nH]c(=O)n2C	i	0.0729	55.0
Cc1nc2c(-c3ccccc3)cnn2c(NCc2cccnc2)c1C	i	0.231	56.0
Cc1cc(-c2nnc(NC(=O)C3CC(=O)N(c4ccc(C)c(C)c4)C3)o2)n(C)n1 (stereo not drawn)	i	0.0553	34.5
Cc1noc(C2CN(C(=O)c3ccc(S(=O)(=O)N4CCOCC4)cc3)C2)n1	i	0.116	68.9
Cc1nn(C2CCS(=O)(=O)C2)c2nc(-c3ccco3)cc(C(=O)N3CCCC3)c12 (stereo not drawn)	i	0.102	42.7
COc1ccc(OC)c(-c2csc(NC(=O)c3ccc(S(=O)(=O)C(C)C)cc3)n2)c1	i	0.138	66.5
O=C(O)c1ccc(S(=O)(=O)N2CCC(Cc3ccccc3)CC2)cc1	i	0.0733	48.6
CCOC(=O)N1CCC(NC(=O)c2nc(-c3cnccn3)no2)CC1	i	0.146	61.8
Cc1ccc(-c2cc(C(=O)Nc3ccccc3F)c3c(C)nn(C4CCS(=O)(=O)C4)c3n2)cc1 (stereo not drawn)	i	0.0981	59.5
O=S(=O)(NCC1CCN(C2CCCC2)CC1)c1ccc(F)c(Cl)c1	i	0.063	53.8
CCCCOc1ccc(NC(=O)Nc2cc(N3CCCS3(=O)=O)ccc2OC)cc1	i	0.119	53.2
CCOc1ccc(C(=O)Nc2nnc(-c3ccc(Br)s3)o2)cc1	i	0.147	39.4

New compounds follow
SMILES	GluA2 TARP mod	GluA2 TARP mod agonism max-min	GluA2 TARP mod glutamate slope
COC(=O)c1ccc(OC)c(CN2C(=O)N(Cc3ccc(OC)cc3)S(=O)(=O)c3ccccc32)c1	i	0.0805	53.9
CN1C(=O)c2cc(NS(=O)(=O)c3ccc4c(c3)OCCO4)ccc2Oc2ccccc21	i	0.0873	59.4
O=C(Oc1ccc2c(c1)O/C(=C\c1ccccc1)C2=O)c1ccco1	i	0.177	62.9
COc1ccc(C2NC(=O)NC(C)=C2C(=O)OCc2ccccc2)c(OC)c1 (stereo not drawn)	+	0.129*	33.6*
Cc1nc(-c2cccs2)c(CCC(=O)N(C)c2ccccc2)s1	i	0.0727	36.6
O=C(NCCc1ccccc1)c1ccc(NS(=O)(=O)c2cccc(Cl)c2)cc1	i	0.147	51.7
Cc1c(Br)cc(C(=O)NC(C)C)c(C)c1C	i	0.0425	58.2
CCOC(=O)C1CCc2sc(NC(=O)Cc3csc(NC(=O)c4ccco4)n3)nc21 (stereo not drawn)	i	0.0979	66.6
Cc1ccccc1NC1SC(=O)N(c2ccccc2C)C1=O (stereo not drawn)	i	0.133	64.5
CCCCn1c(=O)c2c(nc3n(-c4ccccc4O)c(C)cn23)n(C)c1=O	i	0.121	68.6
CSc1cccc(NC(=O)c2n[nH]c3ccccc23)c1	i	0.0891	40.2
COc1ccc(-c2cc(=O)n(CCN3CCCCC3)cn2)cc1	i	0.116	51.1
O=C(/C=C/c1cccs1)NCC1CCN(C(=O)Nc2ccc(F)cc2)CC1	i	0.053	61.8
O=C(Nc1ccc(N2CCCCC2=O)cc1)Oc1ccccc1	i	0.101	50.4
Cc1nc(-n2cccc2)sc1C(=O)NCc1n[nH]c(=O)c2ccccc12	i	0.158	50.0
COc1ccc(-c2nnc(NC(=O)c3cc(Cl)ccc3Cl)o2)cc1OC	i	0.0582	62.3
CCCNC(=O)c1nnn(-c2ccc(OC)c(Cl)c2)c1C	i	0.115	57.0
CCOC(=O)Cc1csc(NC(=O)CN2C(=O)c3ccccc3S2(=O)=O)n1	i	0.0997	53.0
Cc1ccc(S(=O)(=O)N2CCC(c3nc(-c4ccccc4)no3)CC2)cc1	i	0.0957	86.4
Cn1nnc2c(SCC(=O)Nc3ccccc3C(F)(F)F)ncnc21	i	0.0306	46.9

In another format: results already given.
Cc1nc(-c2ccccc2)sc1CC(=O)Nc1ccc(Cl)nc1
  GluA2 TARP mod: i | GluA2 TARP mod agonism max-min: 0.164 | GluA2 TARP mod glutamate slope: 61.5
COc1ccccc1-c1ccc(=O)n(CC(=O)Nc2nc3ccccc3s2)n1
  GluA2 TARP mod: i | GluA2 TARP mod agonism max-min: 0.044 | GluA2 TARP mod glutamate slope: 56.8
COc1cc(/C=C2\Oc3cc(OCC(=O)c4cc5ccccc5o4)ccc3C2=O)cc(OC)c1OC
  GluA2 TARP mod: i | GluA2 TARP mod agonism max-min: 0.16 | GluA2 TARP mod glutamate slope: 63.7

Carrying on:
SMILES	GluA2 TARP mod	GluA2 TARP mod agonism max-min	GluA2 TARP mod glutamate slope
O=C(NCCCn1ccnc1)c1ncccn1	i	0.102	65.3
CC1=C(C(=O)Nc2ccccc2F)C(c2ccc(Cl)cc2Cl)NC(=O)N1 (stereo not drawn)	i	0.067	28.7
COc1ccc(Cl)cc1S(=O)(=O)NCCOc1ccc(-c2ccccc2)nn1	i	0.0443	54.9
CC(=O)c1cccc(NC(=O)c2ccc3c(c2)CC(c2ccc(C)cc2)OC3=O)c1 (stereo not drawn)	i	0.0782	52.3
O=C(Nc1cccc(Cl)c1)N1CCN(c2ccc(Nc3cccnc3)nn2)CC1	i	0.183	60.3
Cc1cccn2c(=O)c3cc(C(=O)N4CCCC(C)C4)n(Cc4ccccc4)c3nc12 (stereo not drawn)	i	0.104	47.5

From PubChem BioAssay

This is a subset, so the mix of outcomes need not match the whole.
